ERp5 inh: blocks human ERp5 reductase activity on insulin | Q15084 | ERp5 insulin aggregation, absorbance 650 nm, 90 min | inhibition, % at 9.99 µM | 0.05% of 350,000 active | AID 651711;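 active = mean replicate inhibition above about 25%, with every replicate also reaching it, limit read from the data, passing the limit was not always enough; inconclusive = only one of those two criteria met; inactive = neither criterion met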
Target sequence (Q15084 whole entry, looked up): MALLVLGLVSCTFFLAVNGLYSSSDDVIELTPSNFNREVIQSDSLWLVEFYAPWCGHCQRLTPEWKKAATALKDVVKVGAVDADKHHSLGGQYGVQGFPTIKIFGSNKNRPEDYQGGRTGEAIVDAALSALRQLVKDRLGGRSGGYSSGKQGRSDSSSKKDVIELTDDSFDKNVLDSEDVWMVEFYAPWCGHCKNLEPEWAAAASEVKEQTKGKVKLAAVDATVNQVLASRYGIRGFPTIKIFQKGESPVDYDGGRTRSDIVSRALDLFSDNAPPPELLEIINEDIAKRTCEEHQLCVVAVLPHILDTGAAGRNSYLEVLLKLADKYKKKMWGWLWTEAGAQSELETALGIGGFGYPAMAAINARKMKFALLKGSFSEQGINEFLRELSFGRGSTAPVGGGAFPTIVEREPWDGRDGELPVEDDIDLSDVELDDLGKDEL
ERAP1 inh: blocks human ERAP1 aminopeptidase activity; Q9NZ08; recombinant ERAP1, Leu-AMC fluorescence, 60 min; inhibition, % at 10.7 µM; 0.15% of 340,000 active; AID 652197;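 active = mean replicate inhibition of at least 30%, or all replicates individually reaching that 30% level; inactive = mean below 30% and not every replicate reaching it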;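 also: 0% = neutral control wells and 100% = L-leucinethiol positive control wells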
SIRT5 inh: inhibitors of human sirtuin-5 desuccinylase | Q9NXA8 | Purified SirT5, succinyl-peptide AMC, trypsin-coupled fluorescence | inhibition, % at 15 µM | 1.1% of 330,000 active | AID 652115; in the data active = inhibition above about 15%; inconclusive = no clear call, values can overlap the other calls
Target sequence (Q9NXA8 whole entry, looked up): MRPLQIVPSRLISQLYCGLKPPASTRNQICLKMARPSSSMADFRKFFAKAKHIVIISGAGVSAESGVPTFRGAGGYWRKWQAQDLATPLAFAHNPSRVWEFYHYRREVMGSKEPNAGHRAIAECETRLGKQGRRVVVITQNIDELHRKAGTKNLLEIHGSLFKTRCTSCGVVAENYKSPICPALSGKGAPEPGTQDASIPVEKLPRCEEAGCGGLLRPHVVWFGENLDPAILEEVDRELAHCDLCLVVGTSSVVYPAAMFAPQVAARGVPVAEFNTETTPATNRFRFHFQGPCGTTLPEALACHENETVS
F508del corr: CFTR F508del correction in bronchial cells; CFBE cells, YFP halide quenching; stimulated with forskolin plus potentiator P3; % fluorescence drop versus neutral controls; activity (quench increase), % at 7.58 µM; 0.36% of 350,000 active;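 active = mean added fluorescence quench of at least 8% versus neutral control, with both replicates also reaching 8%; inconclusive = only one of the mean or replicate conditions met; inactive = mean below 8% and not both replicates reaching 8%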;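 also: cells transiently co-express mutant CFTR-F508del with the halide-sensitive YFP; corrector assay measuring rescue of mutant channel to the surface after 24 h compound exposure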
CASP6 VEID inh: caspase-6 (human) enzyme inhibition; inhibition, % at 12.5 µM; purified caspase-6, Z-VEID-R110 cleavage fluorescence; 0.53% of 350,000 active;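 active = mean inhibition across replicates at least about 35%, with every replicate also reaching that limit, limit read from the data; inconclusive = only one of the two criteria met; inactive = neither criterion met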;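 also: 0% = median of neutral control wells and 100% = no fluorescence left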
Target sequence (P55212 24-179 limits assumed): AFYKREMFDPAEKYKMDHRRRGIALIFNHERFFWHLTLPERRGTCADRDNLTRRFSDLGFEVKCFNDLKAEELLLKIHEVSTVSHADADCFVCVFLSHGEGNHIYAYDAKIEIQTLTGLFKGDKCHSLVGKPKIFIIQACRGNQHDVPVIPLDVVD
Target sequence (P55212 194-293 limits assumed): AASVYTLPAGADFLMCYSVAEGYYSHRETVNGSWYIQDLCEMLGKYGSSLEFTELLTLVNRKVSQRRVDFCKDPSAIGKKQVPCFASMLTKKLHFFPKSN
DENV2 CPE rescue: inhibitors of DENV2 cytopathic effect; DENV2-infected cells, cytopathic effect rescue, plate reader; CPE inhibition, % at 9.99 µM; 1.7% of 350,000 active; in the data active = CPE inhibition above about 20%, passing the limit was not always enough; inconclusive = no clear call, values can overlap the other calls; tested in BHK-21 cells;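 also: 0% = median of neutral control wells and 100% = median of positive control wells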
miR-122 sensor: inhibitors of miR-122 in Huh7 cells; Huh7 miR-122 Renilla luciferase sensor, 48 h; neutral wells = 0, positive control = 100; 0.3% of 340,000 active; activation (reporter increase), % at 12.5 µM;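 active = mean replicate activation score at least 90 and every replicate individually at or above 90; inconclusive = only one of the two criteria met; inactive = neither criterion met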;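 also: higher luciferase means less miR-122 activity so hits act as miR-122 inhibitors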
Starred values were filed as active, the others as inactive; ? = inconclusive; / = not tested or not shown; & = joins results of further samples; [ ] = remark or other dose.

SMILES	ERp5 inh	ERAP1 inh	SIRT5 inh	F508del corr	CASP6 VEID inh	DENV2 CPE rescue	miR-122 sensor
Cc1cc(NS(=O)(=O)c2ccc(NC(=S)Nc3ccc(Cl)cc3C)cc2)no1	-2	2	0	-1.9	4	-8	/
O=C(CNC(=O)c1cccs1)N/N=C/c1ccccc1[N+](=O)[O-]	2	1	1	0.7	-1	3	0
Cc1c(C)c(C)c(S(=O)(=O)NCCC(=O)N2CCN(Cc3ccc(C#N)cc3)CC2)c(C)c1C	-4	1	-3	2.3	1	-2	3
CN1C(=O)Cc2cc(S(=O)(=O)Nc3ccc(N4CCOCC4)cc3)ccc21	-6	2	1	1.5	2	0	0
O=C(Nc1cccc(NC(=O)c2ccc(Cl)cc2Cl)c1)c1cccnc1	2	-1	-3	1.3	0	-5	-2
CCc1ccccc1N1CC(C(=O)Nc2cc(S(=O)(=O)N3CCCC3)ccc2Cl)CC1=O (stereo not drawn)	-4	1	-4	-3.5	2	7	/
CC(C)Cn1c(N)c(C(=O)COC(=O)C2CCCN2C(=O)c2cccs2)c(=O)n(C)c1=O (stereo not drawn)	3	4	0	-3.8	-2	-11	0
CC(=O)Nc1ccc2nc(NC(=O)CN3CCOCC3)sc2c1	0	9	1	-4.1	0	-7	2
C1=C(c2ccccc2)CCN(c2ncnc3nc[nH]c23)C1	-1	4	/	-2.2	2	17	-3
CC(C)COC(=O)N(C)C[C@@H]1OCc2cnnn2CCCC(=O)N([C@@H](C)CO)C[C@@H]1C	2&10&6	3&-4&1	-6&-1&-3	-2.1&0.1&1.1	-2&-2&-1	10&10&-2	-2
CC(C)C[C@@H](CN(C)N=O)N(C[C@H](Cc1ccccc1)N(CCc1ccccc1)N=O)N=O	3	3	10	3.4	2	-2	7
CCN(CC)CCC(=O)c1ccc(F)cc1	-3	7	-4	-1.2	-1	-2	/
CCCN(CCC)Cc1cc(=O)oc2cc(OC)ccc12	9	0	-13	-3.3	2	-3	-7
O=C(C[C@H]1CC[C@@H](NS(=O)(=O)c2ccccc2)[C@@H](CO)O1)N1CCC(Cc2ccccc2)CC1	3	3	-8	-1.0	1	14	/
Cc1ccc(NC(=S)N2CCN(S(=O)(=O)c3c(F)cccc3F)CC2)cc1C	-4	5	2	-1.7	0	2	-2
Cc1ccc(S(=O)(=O)N2C[C@H]3[C@H]4C(=O)N(c5ccccc5)C(=O)[C@H]4CC(=O)[C@H]3[C@@H]2c2ccccc2)cc1	1	-5	-3	0.0	0	?	-2
C[C@H]1CN([C@@H](C)CO)C(=O)c2ccccc2-c2ccccc2CO[C@H]1CN(C)Cc1cccc2c1OCCCO2	-7	-1	-1	0.1	-2	-5	/
C[C@H](CO)N1C[C@H](C)[C@H](CN(C)CC2CCCCC2)Oc2ccc(NS(=O)(=O)c3ccccc3)cc2C1=O	7	-3	1	5.4	2	-4	-1[16.7 µM]
CCN(CC(=O)Nc1ccc2c(c1)OCCO2)C(=O)c1cc(=O)[nH]c2ccccc12	4	-3	2	4.1	1	-9	/
CCN(CC)CCNC(=O)c1cc(S(=O)(=O)N2CCc3ccccc32)cn1C	-7	7	-1	2.8	-2	6	/
CCOC(=O)C1=C(CN2CCC(C)CC2)NC(=O)NC1c1ccc(Cl)cc1 (stereo not drawn)	-4	9	-6	1.2	-1	10	-2
C[C@@H]1CN([C@H](C)CO)C(=O)Cc2cc(NC(=O)C3CCCCC3)ccc2O[C@H]1CN(C)Cc1ccc(-c2ccccc2)cc1	-5	2	-5	-2.2	-2	7	-5[16.7 µM]
O=C(N=Nc1c(O)[nH]c2ccc(F)cc12)c1ccc(NS(=O)(=O)c2cccs2)cc1	-3	-6	-2	3.7	0	-3	/
O=C(C[C@@H]1C=C[C@@H](NS(=O)(=O)c2ccccc2)[C@H](CO)O1)NCc1ccccc1F	-1	0	-3	-0.5	1	-4	/
CC(C)c1ccc(NC2CCCN(C(=O)c3ccnn3C)C2)cc1 (stereo not drawn)	5	0	4	-1.6	-2	9	3
CCOC(=O)n1c(=O)n(Cc2cccc(C)c2)c2ccccc21	-13	2	/	-3.7	0	2	/
COCCN1C(=O)C(C(=O)OC)CC2=C1CC(C)(C)CC2=O (stereo not drawn)	-4	0	-5	2.3	-3	-2	/
CC(Nc1ccccc1)c1ccncc1 (stereo not drawn)	-1	5	2	1.5	-8	7	/
CN(C[C@H](Cc1ccccc1)N(C[C@@H](CC1CCCCC1)N(CCc1ccccc1)N=O)N=O)N=O	-1	1	/	5.4	2	57*	5
O=C(N[C@@H](Cc1cccnc1)C(=O)N1CCC[C@H]1C(=O)NCCc1ccccc1Cl)c1ccco1	3	3	0	1.2	0	-11	/
O=C(Nc1ccc(F)cc1)N1CC(=O)N2[C@H](C1)[C@H](c1ccc(-c3ccc(F)cc3)cc1)[C@@H]2CO	9	-3	8	1.1	-2	-4	/
CCn1c(SCC(=O)N/N=C/C=C/c2ccccc2[N+](=O)[O-])nnc1-c1ccccc1	-5	5	-5	/	2	5	/
CCOC(=O)Cn1c(=O)n(Cc2ccco2)c(=O)c2ccc(C(=O)NC3CCCC3)cc21	2	0	-3	1.2	0	6	/
Cn1c(=O)n(C)c2cc(S(=O)(=O)Nc3ccccc3C(=O)O)ccc21	0	-1	1	-4.0	-3	?	5
Cc1ccc(-c2cc(C(=O)N/N=C/c3ccoc3)c3ccccc3n2)cc1	-3	-5	-2	-0.9	0	-9	0
C[C@@H]1CN([C@@H](C)CO)C(=O)c2cc(NS(C)(=O)=O)ccc2O[C@@H]1CN(C)C	-1	1	-3	0.7	4	2	4[16.7 µM]
CC(=O)Nc1ccc(CN2CCN(CCc3ccccc3)C(CCO)C2)cc1 (stereo not drawn)	3	-4	10	-1.6	-6	5	-2
COC(=O)N1CCC2CC1c1c(Cl)cccc12 (stereo not drawn)	3	/	-2	-8.6	-1	-2	-2
COc1ccc(-c2nnc(SCC(=O)Nc3cc(F)ccc3C)o2)cc1	-1	0	-4	0.8	0	-1	-7
CN(Cc1ccon1)Cc1cn(C)nc1-c1ccc(Oc2ccccc2)cc1	-4	-2	-1	-1.5	-2	-6	-4
CC(C)C(NS(=O)(=O)c1cccs1)C(=O)NCc1ccccc1Cl (stereo not drawn)	-1	-8	-5	-0.6	-3	-5	/
O=C(NCCN1C(=O)S/C(=C/c2cccnc2)C1=O)C1CC(=O)N(Cc2ccccc2)C1 (stereo not drawn)	-8	-1	-3	1.0	7	-3	/
Cn1nc(-c2ccc(N3CCN(CCO)CC3)c([N+](=O)[O-])c2)c2ccccc2c1=O	4	3	0	/	-3	-2	/
Cc1cc(C)n2nc(C(=O)OCC(=O)N(C)CC(=O)Nc3ccccc3Cl)nc2n1	22	0	-2	-0.1	-2	-1	-4
Nc1sc(-c2ccccc2)c(Cc2ccccc2)c1C(=O)O	5	-2	-1	-1.9	3	2	/
COc1cccc(NC(=O)C2CC(=O)N/C(=N/NC(=O)c3ccc(C)cc3)S2)c1 (stereo not drawn)	0	4	3	1.2	1	-2	/
NC(CSC(c1ccccc1)(c1ccccc1)c1ccccc1)C(=O)O (stereo not drawn)	-14	3	/	3.4	2	0	-3
CC1CN(/C(=N\S(=O)(=O)c2ccccc2)c2ccccc2)CC(C)O1 (stereo not drawn)	3	/	-5	-0.7	0	/	-2

Single values from above.
Entry for COc1cccc(NC(=O)C2CC(=O)N/C(=N/NC(=O)c3ccc(C)cc3)S2)c1 (stereo not drawn) under ERAP1 inh: 4
Entry for CC(=O)Nc1ccc(CN2CCN(CCc3ccccc3)C(CCO)C2)cc1 (stereo not drawn) under SIRT5 inh: 10
Entry for NC(CSC(c1ccccc1)(c1ccccc1)c1ccccc1)C(=O)O (stereo not drawn) under CASP6 VEID inh: 2

Remaining list, next part.
SMILES	ERp5 inh	ERAP1 inh	SIRT5 inh	F508del corr	CASP6 VEID inh	DENV2 CPE rescue	miR-122 sensor
O=C(/C=C/c1ccc2c(c1)OCO2)Nc1nc2ccc(F)cc2s1	0	/	-2	-1.9	2	2	-2
Cc1nc2sc(C(c3ccco3)N3CCN(c4ccccc4)CC3)c(O)n2n1 (stereo not drawn)	5	0	6	-1.5	1	-1	/
CCN(CC)C(=O)CSc1nc(C)cc(C)c1C#N	-5	3	-1	0.0	-1	/	/
CC(C)n1ncc2c(C(=O)NCCc3ccc(S(N)(=O)=O)cc3)cc(C3CC3)nc21	3	1	-4	2.8	3	4	/
CC(=O)Oc1ccc(/C=C/c2nc3ccccc3c(=O)o2)cc1	1	1	4	-4.6	-2	11	5
Cc1ccc(S(=O)(=O)N/N=C/c2ccc(OCC(=O)Nc3ccccc3Cl)cc2)cc1	8	1	-5	-0.6	0	-1	219*
CCN(CC(=O)Nc1cc(Cl)ccc1C)C(=O)CCS(=O)(=O)c1ccc(Cl)cc1	4	2	5	0.1	1	-9	/
C[C@@H]1CN([C@H](C)CO)C(=O)Cc2cc(NC(=O)C3CCCCC3)ccc2O[C@@H]1CN(C)C	-2	2	5	-0.9	0	5	-2[16.7 µM]
COc1ccc2c3c(n(C)c2c1)[C@@H](CO)N(Cc1ccccc1)CC31CN(C)C1	5	1	-4	1.8	3	-1	/
Cc1cccc(S(=O)(=O)N2C[C@H](O)COC[C@H]3O[C@H](CC(=O)NCCCN4CCOCC4)CC[C@@H]32)c1	-3	0	1	-2.4	-2	-9	-4[16.7 µM]
CCN(CC)S(=O)(=O)c1ccc(C)c(NC(=O)CNc2cccc(S(=O)(=O)N3CCOCC3)c2)c1	-1	-3	-2	-2.0	2	6	-7
COC(=O)c1ccc(NC(=O)c2ccco2)cc1	10	5	2	/	2	/	-9

Of the compounds above, these have a nitro group on carbon.
SMILES	ERp5 inh	ERAP1 inh	SIRT5 inh	F508del corr	CASP6 VEID inh	DENV2 CPE rescue	miR-122 sensor
O=C(CNC(=O)c1cccs1)N/N=C/c1ccccc1[N+](=O)[O-]	2	1	1	0.7	-1	3	0
CCn1c(SCC(=O)N/N=C/C=C/c2ccccc2[N+](=O)[O-])nnc1-c1ccccc1	-5	5	-5	/	2	5	/
Cn1nc(-c2ccc(N3CCN(CCO)CC3)c([N+](=O)[O-])c2)c2ccccc2c1=O	4	3	0	/	-3	-2	/

(further entries)
SMILES	ERp5 inh	ERAP1 inh	SIRT5 inh	F508del corr	CASP6 VEID inh	DENV2 CPE rescue	miR-122 sensor
C[C@@H]1CN([C@@H](C)CO)C(=O)c2cc(NS(=O)(=O)c3ccc(Cl)cc3)ccc2O[C@@H](C)CCCCO[C@@H]1CN(C)C(=O)Nc1ccccc1	4	3	-3	2.7	6	2	20[16.7 µM]
C[C@@H]1CCCCO[C@H](CN(C)Cc2ccc(C(F)(F)F)cc2)[C@H](C)CN([C@H](C)CO)C(=O)c2cc(N(C)C)ccc2O1	3	1	7	-3.2	2	-8	-16[16.7 µM]
COc1ccc(N(Cc2cc3ccc(C)cc3[nH]c2=O)C(=O)C2CCCO2)cc1 (stereo not drawn)	-2	/	1	-0.8	2	-4	/
CCOc1ccc(S(=O)(=O)N2CCOCC2)cc1NC(=O)CN1C(=O)NC(C)(c2ccccc2)C1=O (stereo not drawn)	-1	2	-11	-1.0	0	2	-1
CC(=O)c1ccc(NC(=S)Nc2cccc(S(=O)(=O)Nc3c(C)n(C)n(-c4ccccc4)c3=O)c2)cc1	-2	9	7	-0.6	-1	-4	2
CCN(CC)C(=O)n1c(Cc2ccccc2)nc2ccccc21	-6	11	-1	-2.6	-2	-1	-2
CCCNC(=O)N1[C@@H](C#N)[C@H](c2ccc(-c3ccc(C(=O)N(C)C)cc3)cc2)[C@@H]1CO	0	0	5	-3.2	1	-6	/
COc1ccc2c3c(n(C)c2c1)[C@@H](CO)N(Cc1nccs1)CC31CCN(C(=O)CN(C)C)CC1	1	2	-3	-0.4	-1	-9	/
C#CCN1c2ccccc2Sc2cccnc21	-3	-1	-5	0.9	3	6	/
Cc1cccc(CN2C(=O)c3ccccc3S(=O)(=O)c3ccc(C(=O)NCCCN4CCCC4)cc32)c1	-4	-1	0	0.7	-26	-3	4
O=C(CC1C(=O)NCCN1Cc1ccccc1C(F)(F)F)NCCc1ccccn1 (stereo not drawn)	-3	1	0	-0.4	0	-5	/
CC(C)c1cc(-c2cc(-c3ccc(Cl)cc3)on2)nc(NCC2CC2)n1	2	-3	2	2.4	-1	?	1
CCN1CCN(CCNC(=O)CCCn2nc(C)c3c(C)n(-c4ccc(C)cc4)nc3c2=O)CC1	3	5	0	-0.9	-10	-5	-6

Screening results (PubChem BioAssay)
